KLF5 inh: KLF5 expression inhibitors, primary screen, DLD-1 cells, luminescence; DLD-1 KLF5 promoter-luciferase reporter; inhibition, % at 5 µM; 290,000 compounds, 0.23% hits; AID 1700, 2009;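 active means inhibition above a per-plate limit of that plate's mean compound inhibition plus 3 SD, cut at about 60% in these data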;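 further: 0% = DMSO wells and 100% = LY294002 at 200 µM; higher means less KLF5 promoter-driven luciferase light; inactives centre near -14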
HSF1 activator: HSF-1 activators, primary screen, NIH3T3-HGL cells, MG132 stress, luminescence, single point; activation, % at 9 µM; 300,000 compounds, 1.7% hits; NIH3T3-HGL HSF-1 luciferase reporter, 8 h; 100% = twice DMSO control signal;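 active means mean replicate activation of at least 50% with a set share of replicates each reaching 50%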;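 further: 0% = median of the neutral control wells and 100% = twice that signal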
IEC-6 tox: cytotoxicity in IEC-6 intestinal epithelial cells, primary screen, cytotoxicity control for KLF5 inhibitor project, cell-based, luminescence; IEC-6 cytotoxicity, luminescence viability; inhibition, % at 5 µM; 290,000 compounds, 0.78% hits; in the data active means inhibition above about 22%;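 further: 0% = plate median of test compound wells and 100% = cytotoxic reference compound wells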
GSK3B inh: human GSK3beta kinase inhibitors, primary screen, biochemical, cell-free homogeneous, HTS. Glycogen synthase kinase-3 beta (Homo sapiens), P49841. GST-GSK3beta kinase, ADP-Glo luminescence, 60 min; stronger effect = lower value. activity score (negative = inhibition), % at 10 µM. 300,000 compounds, 0.038% hits. AID 2097, 2009;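 active means more than half of replicate wells score below -50%, meaning over 50% inhibition versus plate controls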;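 further: 0% = median DMSO wells and -100% = median GW8510 positive control wells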
Target sequence (P49841 whole entry, looked up): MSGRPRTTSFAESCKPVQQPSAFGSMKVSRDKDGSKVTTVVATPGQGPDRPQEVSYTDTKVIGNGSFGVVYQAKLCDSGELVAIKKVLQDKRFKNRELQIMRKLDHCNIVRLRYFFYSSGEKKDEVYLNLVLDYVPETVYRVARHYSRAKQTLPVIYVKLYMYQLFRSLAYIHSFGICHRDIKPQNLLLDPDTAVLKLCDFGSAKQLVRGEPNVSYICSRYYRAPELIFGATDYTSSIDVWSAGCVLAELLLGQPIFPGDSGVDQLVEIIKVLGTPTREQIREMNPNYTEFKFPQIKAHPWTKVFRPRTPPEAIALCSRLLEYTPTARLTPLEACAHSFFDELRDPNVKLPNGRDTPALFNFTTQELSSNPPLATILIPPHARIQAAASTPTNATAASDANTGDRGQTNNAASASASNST
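test system = GST-tagged human GSK3beta kinase, cell-free | reagent = 25 µM ATP with peptide substrate | dosing = one dose of 10 µM per compound | schedule = 60 min reaction, RT | detection = luminescent ADP-Glo measurement of ADP formed | control set = DMSO neutral wells and GW8510 at 20 µM as positive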
Dyrk1A ADPGlo: rat Dyrk1A kinase inhibitors, primary screen, biochemical, single point, plate reader. Dual specificity tyrosine-phosphorylation-regulated kinase 1A (Rattus norvegicus), Q63470. ADP-Glo luminescence, NFATc1 peptide. inhibition, % at 12.5 µM. 310,000 compounds, 0.43% hits. AID 504441, 2011; in the data active means inhibition above about 50%;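 further: plate controls were vehicle with enzyme for no effect and no enzyme for full effect; many of its hits are not listed in these tables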
aSyn 5UTR inh: MLPCN primary screen, SNCA 5' untranslated region; AID 1813, 2009; alpha-synuclein 5'UTR reporter, inhibitor activity; inhibition, % (tested at 7.5 µM); 300,000 compounds, 0.82% hits; in the data active means inhibition above about 60%;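 further: H4 neuroglioblastoma cells stably carrying SNCA 5'UTR luciferase fusion; 0% = DMSO wells and 100% = positive control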
GSK3 alpha inh: blockers of GSK3A enzyme activity – biochemical, luminescence, cell-free homogeneous, HTS, primary screen. inhibition, % at 10 µM. GSK-3 alpha kinase, ADP-Glo luminescence, 60 min. Glycogen synthase kinase-3 alpha (Homo sapiens), P49840. AID 2650, 2010. 320,000 compounds, 0.1% hits;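 in the data active means inhibition above about 50%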;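 further: GST-tagged GSK-3 alpha with peptide substrate and 25 µM ATP; 0% = DMSO neutral wells and 100% = GW8510 positive control wells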
Target sequence (P49840 whole entry, looked up): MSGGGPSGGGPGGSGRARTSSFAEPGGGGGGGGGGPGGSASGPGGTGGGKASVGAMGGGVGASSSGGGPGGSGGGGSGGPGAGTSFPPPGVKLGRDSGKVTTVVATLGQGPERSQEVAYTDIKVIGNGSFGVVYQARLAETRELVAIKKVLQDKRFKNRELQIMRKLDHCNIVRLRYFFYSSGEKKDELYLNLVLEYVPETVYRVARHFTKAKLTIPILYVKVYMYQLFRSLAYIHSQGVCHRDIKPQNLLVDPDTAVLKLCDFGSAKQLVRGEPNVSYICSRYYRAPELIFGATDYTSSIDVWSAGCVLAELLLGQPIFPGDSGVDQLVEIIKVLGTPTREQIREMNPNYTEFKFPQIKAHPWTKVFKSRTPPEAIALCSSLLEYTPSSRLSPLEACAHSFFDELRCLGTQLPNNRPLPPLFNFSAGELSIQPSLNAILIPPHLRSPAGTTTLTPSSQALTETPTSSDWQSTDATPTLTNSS
Platelet DG rel: inhibitors of platelet dense granule secretion, primary screen, cell-based, MLPCN, human platelets; 300,000 compounds, 0.22% hits; human platelet-rich plasma, SFLLRN dense granule ATP release, luminescence; AID 1663, 2009; inhibition, %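 (compounds screened at 7.5 µM in platelet-rich plasma)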;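 active means mean replicate score, as percent of positive control, at or above 50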
HSF1 inhib: HSF1 inhibitors in luciferase reporter cells, primary screen, cell-based, NIH3T3, luminescence; NIH3T3-HGL HSE-luciferase, MG132-induced, luminescence 8 h; stronger effect = lower value; activity change, negative = inhibition, % at 7.5 µM (by protocol); 300,000 compounds, 0.77% hits;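 active means more than half of replicate wells show activity change below -50%, luminescence cut by over half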;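 further: luciferase reports HSF-1 transcriptional activity via heat shock element; 0% = median of DMSO wells and -100% = zero luminescence signal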
HSP90 refold inh: HSP90 inhibitors, primary screen, cell lysate, luminescence; Heat shock protein HSP 90 (rabbit reticulocyte lysate; luciferase refolding); Rabbit reticulocyte lysate, luciferase refolding luminescence, 3 h; inhibition, % at 5.6 µM; 290,000 compounds, 0.91% hits;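 active means inhibition above the screen-wide mean plus 3 SD, computed separately per campaign, cut at about 16% in these data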;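 further: 0% = DMSO wells and 100% = 60 µM geldanamycin wells; inhibitors lower the luminescence because luciferase stays unfolded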
* hit, by the source's call; . = no result given. Some of the compounds tested (hit frequency here may not be typical).

SMILES	KLF5 inh	HSF1 activator	IEC-6 tox	GSK3B inh	Dyrk1A ADPGlo	aSyn 5UTR inh	GSK3 alpha inh	Platelet DG rel	HSF1 inhib	HSP90 refold inh
COc1ccc(CC(=O)Nc2ccc(S(=O)(=O)Nc3nc(C)cc(C)n3)cc2)cc1	-15	-9	0	2	-6	24	-2	-2	2	-2
Cc1ccc(SCC(=O)NN2C(=O)c3ccccc3C2=O)cc1	-7	9	-5	-2	-4	14	-2	23	1	-2
CNC(=O)c1ccsc1NC(=O)CCS(=O)(=O)c1ccc(F)cc1	.	-9	.	-4	8	-8	0	-6	-1	.
O=c1c(Cc2ccccc2O)c(O)nc2n1CCCS2	-13	10	0	-1	3	7	-2	5	-1	-3
CCCCSc1nc(C)cc(NC(=S)Nc2ccc(OC)cc2)n1	-45	-6	3	-1	-14	29	-2	-5	-3	-5
COc1ccc(Cc2nnc(NC(=O)c3ccc(Cl)c([N+](=O)[O-])c3)s2)cc1	-27	-9	4	1	3	-18	-1	-3	3	-1
Cc1ccc(NC(=O)NC(=O)N(c2ccccc2)S(C)(=O)=O)cc1	-29	33	1	0	-4	-93	-2	3	12	-4
CC(=O)C1=C(C)Nc2ncnn2C1c1cccc(Br)c1 (stereo not drawn)	-33	12	1	-3	-1	-2	6	1	-1	5
Cn1c(SCC(=O)Nc2ccccc2)nnc1-c1ccc2nonc2c1	-1	-1	6	1	.	-14	-5	8	-2	3
CCN(CC(=O)Nc1cc(Cl)ccc1C)C(=O)CCS(=O)(=O)c1ccc(C)cc1	.	26	.	4	.	18	-1	-9	20	.
O=C(Nc1ccc(S(=O)(=O)N2CCN(c3ccccc3)CC2)cc1)c1cccs1	-18	5	-2	-5	-1	22	-2	-3	3	4
O=C(c1noc2c1CCCC2)N1CCN(Cc2ccccc2)CC1	-42	34	5	0	2	-22	-1	6	-6	2
COc1cc(/C=N/NC(=O)CCC(=O)Nc2ccc(Br)cc2)ccc1O	-23	10	3	4	-3	10	-2	-4	-7	-2
Cc1ccc(C)c(N(C(=O)Cn2nnc3ccccc32)C(C(=O)NCc2ccco2)c2ccncc2)c1 (stereo not drawn)	-19	36	7	2	.	-15	0	-15	13	4
Cc1cccc(Cn2ccc(NC(=O)c3cccnc3)n2)c1	-11	6	-1	0	16	-15	-4	-7	-8	0
COc1cc(CC(=O)Nc2ncc(C)s2)cc(OC)c1OC	-20	30	-2	-7	5	0	3	-17	16	9
CCc1ccc(OCC(=O)NCCOc2ccccc2)cc1	-18	13	0	-5	0	5	-1	-13	1	-8
Cc1ccc(S(=O)(=O)NC(Cc2ccc(Cl)cc2)C(=O)O)cc1 (stereo not drawn)	-7	-11	-3	5	-2	5	-2	-10	-3	2
COc1cc(CNC2CCCC2)c(Br)cc1OCc1ccccc1	-18	3	4	1	0	-32	1	-5	5	-1
CC1CCCCN1C(=O)c1cc(S(=O)(=O)N2CCCCC2)c[nH]1 (stereo not drawn)	12	-1	3	3	-3	10	-2	-19	-2	-1
CCOC(=O)C1=C(C)N=C2SC(C(=O)OC)=CC(=O)N2C1c1cccc(OC)c1 (stereo not drawn)	5	27	-2	1	0	-7	.	1	3	-2
CSc1nc(Oc2ccc(=O)n(C)n2)nc(N(C)C)n1	-12	13	2	-3	3	-1	.	4	11	4
COc1cccc2cc(NC(=O)C3CCCCC3)c(=O)oc12	-33	-3	-12	-2	1	-162	2	9	11	-1
COc1cnn(-c2ccc(C)cc2)c(=O)c1Cl	-87	25	4	4	0	-31	0	1	-6	1
c1ccc2c(c1)c1c3n2CCNC3CCC1 (stereo not drawn)	-31	-19	-2	1	-10	-1	-1	-10	0	-2

Further compounds follow.
SMILES	KLF5 inh	HSF1 activator	IEC-6 tox	GSK3B inh	Dyrk1A ADPGlo	aSyn 5UTR inh	GSK3 alpha inh	Platelet DG rel	HSF1 inhib	HSP90 refold inh
COc1ccc(Br)c(C(=O)NCCC(C)C)c1	1	-2	2	-2	0	1	-2	9	-5	1
O=c1[nH]c(/C=C\c2cccs2)nc(O)c1[N+](=O)[O-]	-33	-10	6	-1	8	-7	2	1	-5	0
O=C(COc1ccc(-c2nnco2)cc1)Nc1c(Cl)cccc1C(F)(F)F	.	-8	.	-1	-4	1	-1	-7	-7	.
O=C(/C=C/c1cccs1)NC1CCS(=O)(=O)C1 (stereo not drawn)	-12	27	0	-3	.	2	-3	2	0	-5
Cc1ccc(S(=O)(=O)NCCC(=O)N2CCN(Cc3ccccc3)CC2)cc1	-26	3	3	4	6	13	-2	-5	0	0
CCOC(=O)c1c(C)[nH]c(C(=O)OCCOc2ccccc2C)c1C	-25	-48	3	1	-20	-132	.	-3	-29	9
COCc1cc(C)nc(N2CCN(c3ccccc3)CC2)c1C#N	9	20	6	1	9	16	-1	5	1	1
CC(C)CN1CCC(CNC(=O)CCc2nnc(Cc3c[nH]c4ccccc34)o2)CC1	0	.	-1	0	5	8	-4	3	.	-1
COc1ccc(NC(=O)[C@@H]2CC=C[C@@H]3CCN(Cc4ccc(Cl)c(Cl)c4)C(=O)[C@@H]32)cc1	.	7	.	1	3	22	-4	-2	8	.
COc1ccc(NS(=O)(=O)c2cc(NC(=O)c3cnccn3)ccc2OC)cc1Br	15	-14	-5	2	.	-1	-1	-19	0	-1
O=C(NCc1ccc(N2CCCC2=O)cc1)Nc1cccc2ccccc12	-16	11	4	-4	0	4	3	-1	-1	-3
O=C(Nc1cnn(Cc2ccc(Cl)cc2)c1)C1CCCC1	-8	1	0	-2	3	16	-2	6	4	-1
O=C(Nc1ccc(SC(F)(F)F)cc1)c1ccccn1	-146	36	4	-1	-1	11	-2	10	12	5
N=c1n(CC(=O)c2ccc(Br)s2)c2ccccc2n1Cc1ccccc1	-6	26	-10	2	-2	6	-1	-9	16	4
COc1ccc(S(=O)(=O)N(CC(=O)NCc2ccccn2)Cc2ccccc2)cc1	-2	0	1	1	0	8	-1	4	-6	-1
C=CCn1c(=O)c2ccccc2n2c(Sc3nnnn3-c3ccccc3)nnc12	-9	15	3	1	-4	-74	-1	5	8	2
Cc1n[nH]c(C)c1CCNC(=O)C1CCC(=O)N(CCc2cccc(F)c2)C1 (stereo not drawn)	-32	3	-3	1	-4	0	0	-22	-1	0
S=C(NCc1ccc(Cl)cc1)Nc1ccncc1	4	0	3	-5	5	30	-3	-5	-3	1
O=C(NCCN1CCOCC1)c1ccccc1N1C(=O)[C@@H]2Cc3c([nH]c4ccccc34)C(c3ccccc3)N2C1=O (stereo partly drawn)	6	-5	6	2	5	-25	0	4	-7	4
CC(=O)c1c(C)[nH]c(C(=O)OCc2c(F)cccc2Cl)c1C	-15	-24	-4	1	-1	29	-1	-15	-14	-1
O=C(NCc1ccc(C(F)(F)F)cc1)C1CC(c2ccc(C(F)(F)F)cc2)=NO1 (stereo not drawn)	.	-1	.	0	4	24	-19	4	-5	.
O=C(CO/N=C/c1cccc([N+](=O)[O-])c1)Nc1ccc2ccccc2c1	-13	1	4	4	4	-15	-1	2	-3	10
COc1cc(CCC(=O)NCc2ccc(S(N)(=O)=O)cc2)cc(OC)c1OC	-5	16	-4	-1	-1	-2	-3	13	0	2
COCCCNS(=O)(=O)c1cccc(S(=O)(=O)c2cccc(S(=O)(=O)NCCCOC)c2)c1	-56	13	5	-1	5	-6	-5	-3	9	-3
COc1ccc(C(CC(=O)O)NC(=O)Cc2ccccc2)cc1OC (stereo not drawn)	-13	0	-1	4	6	6	0	4	-1	-1

More compounds.
SMILES	KLF5 inh	HSF1 activator	IEC-6 tox	GSK3B inh	Dyrk1A ADPGlo	aSyn 5UTR inh	GSK3 alpha inh	Platelet DG rel	HSF1 inhib	HSP90 refold inh
O=C(O)CN(Cc1ccccc1)S(=O)(=O)c1ccc2c(c1)OCCO2	-2	6	-2	1	-3	-12	-7	-4	12	5
Cc1cc(C)n(CC(=O)Nc2cccc(C(F)(F)F)c2)n1	0	2	0	3	-4	19	-1	-2	5	2
COc1ccc(NC(=O)c2ccc3[nH]c(=O)c(=O)[nH]c3c2)c(OC)c1	-9	28	-1	2	.	-13	0	2	0	0
Cc1cc(C)c(OCC(=O)OCC(=O)NCc2cccs2)c(C)c1	.	4	.	-1	0	-3	-2	-9	0	.
CC(=O)c1ccc(C(=O)N2CCCC(Nc3ccccc3)C2)s1 (stereo not drawn)	-24	1	-5	1	.	-9	2	15	-2	-2
Cc1nc(-c2cccc(NC(=O)COc3ccc(Cl)cc3)c2)cs1	-34	5	1	3	4	-24	-1	-4	-1	-3
Cc1cc(OCCn2cnc3ccccc3c2=O)cc(C(C)C)c1	3	-17	-2	2	5	8	-1	0	-3	0
Nn1c(SCC(=O)Nc2ccc3c(c2)OCO3)nnc1-c1cccc(Cl)c1	-9	.	-7	-1	10	-10	0	-9	.	-1
O=c1cc(-c2ccccc2)oc2cc(O)cc(O)c12	.	19	.	-6	26	-171	6	-2	10	.
CC(=O)Nc1c(F)c(F)c(F)c(F)c1F	5	-3	0	0	-2	10	1	-5	-2	0
N#Cc1cccc(C#N)c1Oc1ccc(N)cc1	-2	6	5	0	6	-17	0	-1	1	-1
C=CCOc1ccccc1C1NC(=O)NC(C)=C1C(=O)NCc1ccccc1 (stereo not drawn)	-8	4	2	2	-4	-17	-2	8	-12	5
CCN(CC)C(C)C(=O)NCC1(c2ccccc2)CCOCC1 (stereo not drawn)	0	16	10	2	5	-11	-2	7	3	-4
O=C(COC(=O)c1cncc(Br)c1)NCc1ccco1	-20	4	-6	6	5	14	1	6	-5	-2
O=C(NNC(=O)c1ccccc1C(F)(F)F)c1csc(N2CCOCC2)n1	-19	5	6	5	-6	-1	-2	41	-2	4
CCOC(=O)C1=C(C)NC(=S)NC1c1ccco1 (stereo not drawn)	-14	12	-6	-1	-2	1	0	-17	4	0
COc1ccc(OC)c(S(=O)(=O)N2CCCC(C(=O)NCCN3CCOCC3)C2)c1 (stereo not drawn)	-7	-6	-2	2	2	-14	-4	19	-7	-2
CCN(CC)S(=O)(=O)c1ccc(C(=O)NCCc2cc3c(OC)ccc(OC)c3[nH]c2=O)cc1	-23	7	2	0	2	15	-2	0	5	0
CCN1CCN(c2ccc(S(=O)(=O)N3CCCCC3)cc2NC(=O)/C=C/c2ccc([N+](=O)[O-])cc2)CC1	.	-9	.	-1	15	6	-3	.	8	.
CCC(C)c1ccccc1NC(=O)C1CCCO1 (stereo not drawn)	-33	-1	-2	3	-2	-5	-1	7	-4	0
